Assay outcomes as filed in PubChem BioAssay.
TAAR1 antagonist: human TAAR1 antagonism. Q96RJ0. CHO RD-HGA16 TAAR1, Fluo-8 calcium fluorescence, antagonist. inhibition, % at 3 µM. actives 1.5% (n = 360,000). AID 624466;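 active means inhibition above a per-plate cutoff, the mean inhibition of test compounds on that plate plus 3 SD, cut at about 49% in these data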;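 further: 0% = DMSO plus EC80 beta-PEA response and 100% = DMSO alone without agonist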
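test system = CHO RD-HGA16 cells bearing hTAAR1 | replication = singlicate | controls = DMSO-only wells and EC80 β-PEA-stimulated wells | reagent = EC80 β-phenethylamine stimulus | read-out basis = percent inhibition of PEA-evoked calcium signal, max/basal emission ratio | schedule = seeding 17-24 h prior, 75-min 37 °C, 30-min RT dye loading | signal = kinetic Fluo-8 calcium fluorescence measurement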
CHRM1 antagonist: human CHRM1 antagonism. P11229. CHO-K1 hM1, Fluo-8 calcium fluorescence, ACh EC80 antagonist. inhibition, % at 3 µM. actives 1.3% (n = 360,000). AID 588852;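 active means percent inhibition above its own plate's cutoff, namely the mean of that plate's compound wells plus 3 SD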;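 further: peak over basal fluorescence ratio during 140 s after agonist addition; 0% = ACh EC80 plus DMSO and 100% = DMSO alone without agonist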
Target sequence (P11229 whole entry, looked up): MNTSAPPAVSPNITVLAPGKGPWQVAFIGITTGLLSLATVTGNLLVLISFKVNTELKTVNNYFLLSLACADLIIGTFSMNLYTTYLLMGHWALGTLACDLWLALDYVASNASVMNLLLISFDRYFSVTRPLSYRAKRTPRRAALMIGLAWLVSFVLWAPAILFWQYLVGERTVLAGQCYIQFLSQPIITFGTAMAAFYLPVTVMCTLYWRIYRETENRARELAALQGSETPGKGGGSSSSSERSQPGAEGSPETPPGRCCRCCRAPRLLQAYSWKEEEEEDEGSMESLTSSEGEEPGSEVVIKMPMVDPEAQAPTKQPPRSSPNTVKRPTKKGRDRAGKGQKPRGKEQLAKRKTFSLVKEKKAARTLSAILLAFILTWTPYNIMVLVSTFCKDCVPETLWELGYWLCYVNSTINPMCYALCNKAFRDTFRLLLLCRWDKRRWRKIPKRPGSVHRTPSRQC
CHO parental Ca: counter-screen for OX1R antagonists: effect in parental CHO cells. inhibition, % at 5.6 µM. parental CHO-K1, ATP-induced calcium, Fluo-8 fluorescence. actives 0.63% (n = 330,000);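 active means inhibition above that plate's mean sample inhibition plus 3 SD, cut at about 26% in these data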;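 further: 0% = ATP-challenged DMSO wells and 100% = DMSO wells without ATP; some compounds past the cut are filed as inactive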
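Material: Parental CHO cells | Reagent: ATP | Compound dosing: Single nominal dose of 5.6 µM per compound | Detection: Intracellular calcium via Fluo-8 no-wash fluorescent dye | Read-out: % inhibition of ATP-induced calcium mobilization | Benchmarks: Low control ATP plus DMSO, high control DMSO only | Replicates: Singlicate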
CHO-K1 Ca ag: counter-screen for M1 agonists: effect in parental CHO-K1 cells; activation, % at 3 µM; Fluo-8 calcium fluorescence; scaled to maximal ATP response, vehicle zero; actives 0.48% (n = 360,000); in the data active means activation above about 15%;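 further: untransfected CHO-K1 host cells lacking M1 receptor as counterscreen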
TAAR1 ag: human TAAR1 agonism; CHO RD-HGA16 TAAR1, Fluo-8 calcium fluorescence; vehicle wells 0%, saturating PEA agonist 100%; Q96RJ0; activation, % at 3 µM; actives 0.99% (n = 360,000); AID 624467;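 active means activation above the mean activation of all test compounds in the run plus 3 SD, cut at about 38% in these data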
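test system = CHO RD-HGA16 cells carrying human TAAR1 plus Gα16 | schedule = 17-24 h seeding, 75 min 37 °C dye, 30 min RT | compound dosing = 3 µM single concentration | control set = DMSO and PEA EC100 | replicates = n 1 | signal = Fluo-8 fluorescence, 5 s baseline then 140 s kinetic read | measure = percent activation vs PEA EC100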
CHO-K1 Ca PAM: M1 PAM counterscreen hit in parental CHO-K1 cells; ATP EC20, Fluo-8 calcium fluorescence; 0% at ATP EC20, 100% at ATP max; actives 0.02% (n = 360,000); activation, % at 3 µM;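 active means activation above the run cutoff, the mean activation of all test compounds plus 3 SD, cut at about 40% in these data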;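 further: peak over basal fluorescence ratio in a 140 s read after ATP addition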
OXTR potentiator: potentiates the human oxytocin receptor response. CHO-OTR cells, Fluo-8 calcium fluorescence, potentiator mode; 0% = oxytocin EC15, 100% = EC100. activation, % at 3 µM. actives 0.061% (n = 320,000);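 active means activation above that plate's cutoff, the mean activation of tested compounds plus 3 SD, cut at about 6.6% in these data, passing the limit was not always enough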;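 further: 100% uses oxytocin at 75 nM as the full agonist control; some results filed as inactive read as strong as hits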
Target sequence (P30559 whole entry, looked up): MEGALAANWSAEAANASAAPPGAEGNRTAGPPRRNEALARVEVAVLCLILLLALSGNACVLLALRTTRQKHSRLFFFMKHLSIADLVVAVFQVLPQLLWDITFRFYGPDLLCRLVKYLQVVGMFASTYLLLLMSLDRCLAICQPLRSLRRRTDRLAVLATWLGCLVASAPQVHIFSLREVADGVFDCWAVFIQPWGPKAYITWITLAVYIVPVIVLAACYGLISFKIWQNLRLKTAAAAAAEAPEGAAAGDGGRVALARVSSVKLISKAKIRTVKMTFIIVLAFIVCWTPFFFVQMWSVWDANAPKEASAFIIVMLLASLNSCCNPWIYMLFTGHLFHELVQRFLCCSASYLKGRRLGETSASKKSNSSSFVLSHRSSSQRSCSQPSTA
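System: human OTR in CHO cells / Also added: sub-maximal oxytocin, roughly EC15 / Control set: EC15 oxytocin low, 75 nM oxytocin high / Schedule: 6 min compound pre-incubation at room temperature, 100 s kinetic read / Compound: single-point 3.0 µM / Replication: singlicate / Technique: Fluo-8 calcium dye fluorescence / Read-out basis: % activation of max/min ratio relative to oxytocin controls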
CHRM1 agonist: human M1 muscarinic receptor agonism; CHO-K1 hM1, Fluo-8 calcium fluorescence, agonist mode; 0% DMSO, 100% acetylcholine EC100; activation, % at 3 µM; actives 0.33% (n = 360,000); AID 588814;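 active means activation above the run's mean compound activation plus 3 SD, cut at about 16% in these data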;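 further: peak over basal fluorescence ratio within a 140 s kinetic read after compound addition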
CHO-K1 Ca antag: counter-screen for M1 antagonists: effect in parental CHO-K1 cells; ATP-induced calcium, Fluo-8 fluorescence; inhibition, % at 3 µM; actives 0.6% (n = 360,000); AID 602250;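 active means inhibition above a per-plate cutoff, the plate's mean sample inhibition plus 3 SD, cut at about 24% in these data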;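 further: 0% = DMSO plus EC80 ATP and 100% = DMSO alone without ATP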
* = called active by the depositor; . = not tested or not shown. The order is random; about 4.2% have a hit in one of these screens.

1: Cc1ccc(Cl)c(NC(=O)COC(=O)c2ccccc2C(=O)c2ccc(Cl)c([N+](=O)[O-])c2)c1Cl
2: COc1ccc(C(=O)O)cc1S(=O)(=O)Nc1cccc(C)c1
3: CN(C)S(=O)(=O)c1ccc(C(=O)Oc2cc(=O)[nH]c3ccccc23)cc1
4: Brc1cccc(C2CC(c3ccccc3)n3nnnc3N2)c1 (stereo not given)
5: COc1cccc(C(=O)NCCSc2c(C)[nH]c3ccccc23)c1OC
6: O=C(NCc1ccco1)C(C(=O)c1ccccc1)n1ccccc1=O (stereo not given)
7: COc1ccc(-c2ccc(SCC(=O)c3cccs3)nn2)cc1OC
8: CC(=O)C(C)Oc1ccc(Cc2ncc(C(F)(F)F)cc2Cl)cc1 (stereo not given)
assay / entry,1,2,3,4,5,6,7,8
TAAR1 antagonist,36,4,6,-9,-1,12,29,23
CHRM1 antagonist,2,-6,-21,-10,2,1,3,-4
CHO parental Ca,3,-4,-1,-15,3,-12,-18,-13
CHO-K1 Ca ag,0.1,0.2,0.5,0.7,7.8,0.0,4.2,0.2
TAAR1 ag,0,1,-1,15,3,14,9,0
CHO-K1 Ca PAM,-4,6,21,0,4,-5,-1,13
OXTR potentiator,-1,0,-13,-20,-5,6,-6,-9
CHRM1 agonist,-8,-3,-4,-1,1,-1,-4,-13
CHO-K1 Ca antag,-3,-13,-12,4,-7,12,-3,-13

Entries of single compounds, quoted from the list. Screens in order: TAAR1 antagonist | CHRM1 antagonist | CHO parental Ca | CHO-K1 Ca ag | TAAR1 ag | CHO-K1 Ca PAM | OXTR potentiator | CHRM1 agonist | CHO-K1 Ca antag
COc1cccc(C(=O)NCCSc2c(C)[nH]c3ccccc23)c1OC across the screens: -1 | 2 | 3 | 7.8 | 3 | 4 | -5 | 1 | -7
CN(C)S(=O)(=O)c1ccc(C(=O)Oc2cc(=O)[nH]c3ccccc23)cc1 across the screens: 6 | -21 | -1 | 0.5 | -1 | 21 | -13 | -4 | -12
COc1ccc(C(=O)O)cc1S(=O)(=O)Nc1cccc(C)c1 across the screens: 4 | -6 | -4 | 0.2 | 1 | 6 | 0 | -3 | -13
CC(=O)C(C)Oc1ccc(Cc2ncc(C(F)(F)F)cc2Cl)cc1 (stereo not given) across the screens: 23 | -4 | -13 | 0.2 | 0 | 13 | -9 | -13 | -13
Brc1cccc(C2CC(c3ccccc3)n3nnnc3N2)c1 (stereo not given) across the screens: -9 | -10 | -15 | 0.7 | 15 | 0 | -20 | -1 | 4

More entries follow:
9: COc1ccc(C(=O)NN)cc1
10: O=C(COC(=O)C1CC(=O)N(Cc2ccco2)C1)Nc1ccc(F)cc1F (stereo not given)
11: O=C(ONc1ccc(N=NC(=O)c2ccccc2O)cc1)c1ccccc1
12: O=C(CCc1ccccc1)N1CCN(C(=O)CCc2ccccc2)CC1
13: CC(OC(=O)C1CCCCC1)C(=O)Nc1cccc(Cl)c1 (stereo not given)
14: Cc1cccn2c(=O)c3cc(C#N)c(=O)n(Cc4cccnc4)c3nc12
15: O=C(c1cc(COc2ccc(F)cc2Cl)on1)N1CC[C@@H]2CCCC[C@H]2C1
16: COc1ccc(C(=O)N2CCOC2CNC(=O)C(=O)NCCc2ccccc2OC)cc1 (stereo not given)
assay / entry,9,10,11,12,13,14,15,16
TAAR1 antagonist,1,-16,-8,-8,-10,19,6,13
CHRM1 antagonist,-10,-3,20,-7,-1,4,0,-1
CHO parental Ca,-25,-9,-4,.,-10,.,.,-15
CHO-K1 Ca ag,1.0,0.1,0.1,2.1,2.7,-0.3,0.0,2.5
TAAR1 ag,7,-2,12,7,4,5,2,16
CHO-K1 Ca PAM,10,-7,-16,17,-4,9,1,-10
OXTR potentiator,-3,-4,8,.,-6,.,.,-14
CHRM1 agonist,-4,-4,-4,-3,-5,-4,-3,-2
CHO-K1 Ca antag,-13,-11,28*,-15,-1,-1,-3,7

17: COc1ccc(C(=O)NC(=S)Nc2cccc(Cl)c2N2CCOCC2)cc1[N+](=O)[O-]
18: COc1ccc(CNC(=O)CSc2ncnc3ccccc23)cc1OC
19: COc1ccc(C(=O)Nc2ncc3c(n2)CC(C)CC3=O)cc1 (stereo not given)
20: CCC(C)NC(=O)CC1Oc2ccc(Cl)cc2NC1=O (stereo not given)
21: CCc1ccc(C2CC(c3ccccc3)Nc3nc(N)nn32)cc1 (stereo not given)
22: Cc1ccc(S(=O)(=O)CCC(=O)OCc2ccc(S(=O)(=O)C(C)C)cc2)cc1
23: Nc1nc2ccccc2n1CCOc1ccc(Cl)cc1
24: O=C(COc1ccc2ccccc2c1)NNC(=O)Nc1ccc(F)cc1F
assay / entry,17,18,19,20,21,22,23,24
TAAR1 antagonist,7,-9,2,1,-2,-9,-5,-21
CHRM1 antagonist,1,-9,-5,-8,-13,-7,-13,-17
CHO parental Ca,-14,-22,-10,7,-11,-1,-5,2
CHO-K1 Ca ag,0.9,1.1,0.3,-0.4,1.8,5.2,3.6,1.8
TAAR1 ag,6,3,5,1,4,6,20,1
CHO-K1 Ca PAM,10,4,5,-8,13,5,13,15
OXTR potentiator,3,-14,-4,1,4,-16,-8,-4
CHRM1 agonist,-6,-1,-4,-2,-1,-1,-5,-2
CHO-K1 Ca antag,-2,-4,-3,18,2,-13,1,-6

25: CCOC(=O)[C@]12CCCC=C1N(Cc1ccc(Cl)cc1Cl)C(=O)[C@H](CC(=O)NCC1CCCCC1)C2
26: COc1cccc(C(=O)Oc2ccc3c(C)cc(=O)oc3c2C(C)=O)c1
27: N#CC1C(=O)NC(=O)C(C#N)C12CCCC(C(F)(F)F)C2 (stereo not given)
28: Fc1ccc(-n2cc(CNCCc3cccnc3)c(-c3ccccc3Cl)n2)cc1
29: CCN(CC)C(=O)CSc1nc(COc2ccccc2)nc2ccccc12
30: COc1ccc(C(=O)N2CCCC2)cc1
31: O=C(c1ccc(NS(=O)(=O)c2cccc(C(F)(F)F)c2)cc1)N1CCCC1
32: CCC1Oc2ccc(C)cc2N(CC(=O)N(Cc2ccc(C)o2)C2CC(C)(C)NC(C)(C)C2)C1=O (stereo not given)
assay / entry,25,26,27,28,29,30,31,32
TAAR1 antagonist,-19,6,-4,1,33,-6,-35,-21
CHRM1 antagonist,.,-15,-2,1,-10,-17,16,29*
CHO parental Ca,.,-19,.,-15,-19,-7,.,-30
CHO-K1 Ca ag,-0.5,1.1,0.9,1.1,2.2,-0.4,1.7,0.6
TAAR1 ag,-2,3,2,11,4,13,2,-1
CHO-K1 Ca PAM,-5,13,14,6,-19,14,-24,16
OXTR potentiator,.,-7,.,-2,2,-4,.,-11
CHRM1 agonist,.,-5,-3,-8,0,-2,-1,-2
CHO-K1 Ca antag,0,-4,-13,-5,10,-18,17,-7

33: CS(=O)(=O)NCc1nnc(SCc2ccc(C(F)(F)F)cc2)o1
34: CC(C)Cn1c(-c2ccc(Br)o2)n[nH]c1=S
35: O=C(O)C1Cc2ccccc2CN1C(=O)COc1ccc(Cl)cc1Cl (stereo not given)
36: CNC(=O)c1c(NC(=O)CCS(=O)(=O)c2ccc(F)cc2)sc(C)c1C
37: C/C(=N\NC(=O)COc1cccc(Br)c1)c1ccc2c(c1)OCCO2
38: O=C(O)CCn1nnc(-c2cccs2)n1
39: CC(=O)Nc1ccc(CN(C)c2c(C)nc3ccc(C(=O)N(C)Cc4ccccc4)cn23)cc1
40: O=[N+]([O-])c1cccc(-c2ccc(C(=S)N3CCN(c4ccccc4)CC3)o2)c1
assay / entry,33,34,35,36,37,38,39,40
TAAR1 antagonist,-14,-29,13,-4,40,0,-6,7
CHRM1 antagonist,-4,-8,-5,2,-19,-14,-6,5
CHO parental Ca,-5,-7,-11,-4,-10,-1,.,-12
CHO-K1 Ca ag,4.7,0.1,-0.3,1.3,-0.1,0.2,2.5,-0.1
TAAR1 ag,4,4,11,0,5,17,2,3
CHO-K1 Ca PAM,8,3,-4,-8,-2,14,7,-19
OXTR potentiator,-10,-1,-1,-3,-6,-8,.,-7
CHRM1 agonist,-3,-5,-7,-2,-2,-1,-6,-4
CHO-K1 Ca antag,-11,-1,0,-2,-8,-11,5,11

41: COc1ccc(CCNC(=O)Cn2nc(C)n3nc(-c4ccccc4)cc3c2=O)cc1OC
42: CSc1ccccc1NC(=O)C1CCCN(S(C)(=O)=O)C1 (stereo not given)
43: COc1ccccc1CNC(=O)c1oc2ccccc2c1C
44: Cc1ccc(S(=O)(=O)NCCC(=O)N2CCN(c3ccccc3)CC2)cc1C
45: CCCCn1c(N)c(N(CCC(C)C)C(=O)c2cc(Cl)nc3ccccc23)c(=O)[nH]c1=O
assay / entry,41,42,43,44,45
TAAR1 antagonist,-28,-11,-37,15,5
CHRM1 antagonist,-1,-2,5,-7,-1
CHO parental Ca,-15,2,-19,-17,-7
CHO-K1 Ca ag,1.0,0.0,-0.7,1.6,-0.5
TAAR1 ag,4,5,1,0,6
CHO-K1 Ca PAM,-12,20,-1,13,-5
OXTR potentiator,-3,-7,-4,-10,-8
CHRM1 agonist,-1,3,-4,-3,10
CHO-K1 Ca antag,-9,-9,-2,-5,2

Records above marked active in CHRM1 antagonist:
no.	Structure	CHRM1 antagonist	OXTR potentiator	CHRM1 agonist
32	CCC1Oc2ccc(C)cc2N(CC(=O)N(Cc2ccc(C)o2)C2CC(C)(C)NC(C)(C)C2)C1=O (stereo not given)	29*	-11	-2

Some values from the results shown.
For TAAR1 antagonist, `COc1ccc(CCNC(=O)Cn2nc(C)n3nc(-c4ccccc4)cc3c2=O)cc1OC` shows -28
For CHO-K1 Ca antag, `CCCCn1c(N)c(N(CCC(C)C)C(=O)c2cc(Cl)nc3ccccc23)c(=O)[nH]c1=O` shows 2
